# ASAP1 GAP inh = inhibitors of human ASAP1 ArfGAP activity; Q9ULH1; ASAP1-stimulated ARF1 GTP hydrolysis, GDP FP detection; inhibition, % at 16.5 µM; 360,000 tested, 0.19% active; AID 624377; in the data active = inhibition above about 25%;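 note: 0% = vehicle with enzyme and substrate and 100% = no enzyme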
# ADAM10 inh = inhibitors of human ADAM10; 370,000 tested, 0.62% active; O14672; inhibition, % at 7 µM; AID 720582; recombinant ADAM10, EDANS/DABCYL FRET peptide cleavage, 3 h;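 active = inhibition above a per-campaign cutoff equal to the mean of compounds falling between control-based bounds plus 3 SD, cut at about 20% in these data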;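 note: 0% = DMSO wells while the 100% control is not disclosed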
# SIAE primary = inhibitors of human sialic acid acetylesterase SIAE | SIAE FP-Rh probe binding, fluorescence polarization | inhibition, % at 9.66 µM | Q9HAT2 | 370,000 tested, 0.69% active;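 active = inhibition above a cutoff: mean of compounds within the control limits plus 3 SD of those, cut at about 17% in these data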;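 note: 0% = plate median of compound wells and 100% = probe without SIAE protein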
# PLC-gamma1 inh = PLC-gamma1 (human) inhibition, primary screen; AID 720700; purified PLC-gamma1, fluorogenic substrate, fluorescence; 370,000 tested, 0.84% active; inhibition, % at 12.2 µM; in the data active = inhibition above about 9.5%
# Target sequence (P19174 whole entry, looked up): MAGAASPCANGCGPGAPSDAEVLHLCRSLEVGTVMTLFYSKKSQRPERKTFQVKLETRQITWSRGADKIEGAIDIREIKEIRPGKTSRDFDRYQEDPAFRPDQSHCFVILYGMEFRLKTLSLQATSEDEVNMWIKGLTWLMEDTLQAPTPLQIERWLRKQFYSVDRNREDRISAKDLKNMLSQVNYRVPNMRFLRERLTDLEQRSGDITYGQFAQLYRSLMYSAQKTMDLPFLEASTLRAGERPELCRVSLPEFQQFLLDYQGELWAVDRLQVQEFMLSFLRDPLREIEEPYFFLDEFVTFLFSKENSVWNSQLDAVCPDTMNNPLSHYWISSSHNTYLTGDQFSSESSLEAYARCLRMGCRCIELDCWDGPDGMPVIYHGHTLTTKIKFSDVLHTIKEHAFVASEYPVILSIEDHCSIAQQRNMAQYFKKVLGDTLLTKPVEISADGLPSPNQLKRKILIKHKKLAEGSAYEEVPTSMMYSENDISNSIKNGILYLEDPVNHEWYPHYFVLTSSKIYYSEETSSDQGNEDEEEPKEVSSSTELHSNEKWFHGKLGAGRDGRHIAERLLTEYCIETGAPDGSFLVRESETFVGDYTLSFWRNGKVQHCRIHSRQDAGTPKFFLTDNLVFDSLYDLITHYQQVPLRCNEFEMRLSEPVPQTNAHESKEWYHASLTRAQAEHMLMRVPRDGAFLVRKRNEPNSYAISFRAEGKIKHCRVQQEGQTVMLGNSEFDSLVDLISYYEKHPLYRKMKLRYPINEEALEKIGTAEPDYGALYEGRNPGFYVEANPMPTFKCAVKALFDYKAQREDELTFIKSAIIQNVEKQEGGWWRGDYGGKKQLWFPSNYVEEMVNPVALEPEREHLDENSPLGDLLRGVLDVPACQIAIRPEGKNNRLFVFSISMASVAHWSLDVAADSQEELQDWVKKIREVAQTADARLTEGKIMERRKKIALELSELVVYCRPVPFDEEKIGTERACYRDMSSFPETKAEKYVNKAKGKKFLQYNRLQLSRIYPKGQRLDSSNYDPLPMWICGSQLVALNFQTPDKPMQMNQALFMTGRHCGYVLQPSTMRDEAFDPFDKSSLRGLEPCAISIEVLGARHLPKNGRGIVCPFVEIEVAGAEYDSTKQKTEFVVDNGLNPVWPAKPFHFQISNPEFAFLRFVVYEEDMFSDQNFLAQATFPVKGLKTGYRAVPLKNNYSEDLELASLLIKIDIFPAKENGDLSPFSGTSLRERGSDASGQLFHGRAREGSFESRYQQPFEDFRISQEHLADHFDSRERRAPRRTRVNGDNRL
# ADAM17 inh = inhibitors of human ADAM17; P78536; recombinant ADAM17, EDANS/DABCYL FRET peptide cleavage; inhibition, % at 6.95 µM; 370,000 tested, 0.83% active; AID 720648;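 active = inhibition above the mean of compounds lying between control limits plus 3 SD, set per campaign, cut at about 8.5% in these data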;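 note: 0% = DMSO-only wells as the low control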
# TDP2 inh = TDP2 (human) inhibition, absorbance primary screen | recombinant TDP2, T5PNP hydrolysis, p-nitrophenol absorbance 415 nm | inhibition, % at 12.8 µM | 370,000 tested, 0.34% active | AID 720702;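 active = inhibition above the mean of all tested compounds plus 3 SD, set per campaign, cut at about 25% in these data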;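 note: 0% = DMSO with enzyme and 100% = buffer with substrate but no TDP2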
#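 Test system: human TDP2 enzyme; Input: 120 nM TDP2 per well; Buffer or medium: Mg2+-containing Tris-HCl buffer, pH 7.5; Reagent: 5 mM T5PNP; Dosing: 12.8 µM single point, 1% DMSO; Incubation: reaction 2 h, 37 °C; Detection: p-Nitrophenol epi absorbance; Read-out: % inhibition relative to enzyme-containing and enzyme-free wells; Replicates: single well per compound.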
# PLC-beta3 inh = inhibitors of human phospholipase C beta3. Q01970. Purified PLC-beta3, fluorogenic substrate, fluorescence. inhibition, % at 12.2 µM. 370,000 tested, 0.18% active. AID 720704; in the data active = inhibition above about 11%;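 note: 0% = median of compound wells on plate and 100% = full blocker control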
# ARFGAP1 inhibitor = inhibits rat ARF GTPase activating protein 1. inhibition, % at 16.5 µM. AID 651572. Arfgap1-stimulated ARF1 GTP hydrolysis, GDP FP detection. 360,000 tested, 0.26% active. Q62848;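 active = inhibition above a per-plate limit, mean inhibition of low control wells plus 3 SD, cut at about 25% in these data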;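 note: 0% = DMSO wells with enzyme and 100% = wells lacking Arfgap1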
#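 Material: truncated rat Arfgap1 GAP domain; Incubation: compound-enzyme preincubation 20 min, reaction 120 min, detection 60 min, 25 °C; Read-out: percent inhibition of Arfgap1-stimulated GTP hydrolysis; Technique: FP, GDP Alexa 633 tracer displaced from anti-GDP antibody, 620/688 nm; Controls: No-Arfgap1 wells (100%) versus DMSO full-reaction wells (0%); Replication: single well per compound.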
# DDE Tn7 FP inh = DD(E)-Tn7 binding inhibition, primary FP screen; inhibition, % at 8.3 µM; FP displacement of FITC-Tn7 peptide from fibrin DD(E); 0% = median of compound wells per plate; 370,000 tested, 0.13% active; P02675;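 active = inhibition above the mean of compounds falling within the control limits plus 3 SD of them, cut at about 14% in these data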;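 note: 0% = plate median of compound wells and 100% = 10 µM Aha-Tn7 peptide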
#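 Test system – human fibrin DD(E) · Times – 10 min preincubation, 3 h with tracer, room temperature · Detection – fluorescence polarization of the labelled Tn7 tracer · Measure – percent inhibition normalized to high-control wells · Benchmarks – high control wells with 10 µM unlabelled Aha-Tn7 peptide (full inhibition) · Repeats – singlicate testing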
# DDE Tn6 FP inh = inhibitors of Tn6 peptide binding to human fibrin DD(E). Fibrin DD(E) TRITC-Tn6 fluorescence polarization displacement. inhibition, % at 8.3 µM. 370,000 tested, 0.21% active;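 active = inhibition above a per-campaign cutoff: mean of compounds within control limits plus 3 SD, cut at about 15% in these data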;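 note: 0% = median of all compound wells on the plate and 100% = blocking peptide control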
# Starred values were filed as active, the others as inactive; nt = no result given. Random draw from the library, and some 3.6% of all compounds hit somewhere here.
SMILES,ASAP1 GAP inh,ADAM10 inh,SIAE primary,PLC-gamma1 inh,ADAM17 inh,TDP2 inh,PLC-beta3 inh,ARFGAP1 inhibitor,DDE Tn7 FP inh,DDE Tn6 FP inh
CCOc1ccccc1NC(=O)Nc1ccc2c(c1)OCO2,9.2,-2.4,6.4,2.5,-0.9,-4.8,-3.2,1.9,3.3,1.7
CCC1(C)Cc2ccccc2C(=O)N1 (stereo not given),2.3,4.6,-3.3,1.3,-1.1,5.9,-5.9,-14.0,1.4,1.3
Cc1c(NC(=O)C2CCCN2C(=O)c2cccs2)c(=O)n(-c2ccccc2)n1C (stereo not given),-18.4,8.0,5.5,2.9,2.3,-4.2,4.3,0.9,-5.6,1.8
S=C(NCCc1cnc[nH]1)NC1CCCC1,-1.2,2.9,3.2,7.0,0.6,3.0,-2.5,10.5,-2.0,2.5
CC1CCN(C(=O)C2CCN(S(=O)(=O)c3cccc4cccnc34)CC2)CC1,-3.6,-8.0,0.0,-0.8,-2.3,-5.2,-8.1,4.1,-3.2,-10.4
COc1ccc(-c2nnc(NC(=O)C3CC3)o2)cc1,4.3,4.9,-1.5,-2.1,-2.5,4.0,2.2,-3.3,4.1,-1.5
COC(=O)c1cccc(NC(=O)CSc2nnc(C)n2C)c1,-3.9,-9.4,-3.8,2.8,0.7,-0.1,-0.3,8.6,-0.8,-2.6
Cn1c(CN2CCOCC2)nnc1SCC(=O)Nc1ccc([N+](=O)[O-])cc1O,-1.1,-2.3,2.1,-1.4,3.2,-7.5,-1.7,9.7,-3.0,-1.3
CC(O)CNc1nc2c(c(=O)n(C)c(=O)n2C)n1CCc1ccccc1 (stereo not given),7.9,-12.9,-0.7,1.0,-6.2,-6.6,5.4,2.1,3.0,-9.3
Cc1nc(-c2ccccc2)sc1C1(C)CC(c2ccc(OC(F)(F)F)cc2)=NO1 (stereo not given),2.2,12.9,-10.2,3.8,0.8,-23.6,8.2,-2.1,-1.6,1.2
COc1ccc(S(=O)(=O)N(C)CC(=O)Nc2ccccc2OC)cc1C,-3.2,0.4,1.0,2.4,-1.5,-4.8,-0.1,4.4,6.1,-4.8
O=[N+]([O-])c1cccc(COc2ccc(CO)cc2)c1,-11.4,4.2,-1.3,0.5,2.4,-7.3,3.0,-1.7,1.1,6.8
NC(=O)[C@H]1CC2(CC(c3cccc(NC(=O)CC(c4ccccc4)c4ccccc4)c3)=NO2)CN1C(=O)CC(c1ccccc1)c1ccccc1 (stereo not given in full),6.5,31.1*,-70.2,1.1,16.3*,-4.3,0.2,16.3,-5.9,-4.2
COc1ccc(-n2nnnc2SCC(=O)Nc2cccc(NC(C)=O)c2)cc1OC,-8.8,5.7,4.4,1.1,0.0,3.9,0.0,-3.4,7.3,-2.3
COC(=O)c1cn(CC(=O)NC2CCCCC2)c2ccccc12,2.3,-21.1,0.7,-3.1,2.9,-7.6,1.4,14.6,1.0,-1.4
CCOC(=O)CCCNC(=O)OC1CC2CC1[C@H]1CCCCN1[C@H]2C (stereo not given in full),nt,-13.6,-2.4,-1.4,-10.9,11.1,-3.6,nt,12.9,7.5
Cc1ccc(NC(=O)Cn2cc([N+](=O)[O-])nc2C)cc1C,-8.1,-6.8,-2.5,0.4,-3.7,-3.1,4.0,13.5,6.0,6.7
Cc1ccc(Cl)cc1N1CCN(C(c2ccc(C#N)cc2)c2nnnn2C2CCCC2)CC1 (stereo not given),-3.9,7.2,-8.3,0.3,-3.2,7.0,-1.2,-2.1,10.6,2.5
CCC1Sc2ccc(S(=O)(=O)Nc3ccc(OC)cc3)cc2NC1=O (stereo not given),3.4,12.4,-1.7,3.1,-1.9,-12.4,-14.2,8.3,3.3,-13.2
CC(=O)Nc1ccccc1C(F)(F)F,0.9,-3.3,-5.3,-4.0,-2.8,-0.2,-8.3,14.5,-2.4,2.9
Cc1nn(CCO)c2ncc(C(=O)c3cc(F)ccc3O)cc12,5.1,1.9,2.5,-1.9,-1.3,-8.5,-5.1,17.5,-8.7,-6.8
Nc1nonc1-n1nnc(C(=O)N/N=C/c2ccccn2)c1CNc1ccccc1,3.1,4.4,-4.0,1.3,-1.5,-11.2,1.7,1.0,0.3,-6.9
COc1ccc(N2CC(C(=O)NC3=NCCS3)CC2=O)cc1 (stereo not given),-4.5,-1.6,-1.6,1.7,0.8,-17.3,0.4,7.8,-6.6,-3.2
CC(NC(=O)CN1CCN(C(=O)c2cccs2)CC1)c1ccc(F)cc1F (stereo not given),-7.9,6.3,-0.9,8.6,1.3,-25.2,0.1,10.2,2.9,1.7

# Full records, quoted from the list. Order of values: ASAP1 GAP inh	ADAM10 inh	SIAE primary	PLC-gamma1 inh	ADAM17 inh	TDP2 inh	PLC-beta3 inh	ARFGAP1 inhibitor	DDE Tn7 FP inh	DDE Tn6 FP inh
# Results for COc1ccc(-n2nnnc2SCC(=O)Nc2cccc(NC(C)=O)c2)cc1OC = -8.8	5.7	4.4	1.1	0.0	3.9	0.0	-3.4	7.3	-2.3
# Results for CC(=O)Nc1ccccc1C(F)(F)F = 0.9	-3.3	-5.3	-4.0	-2.8	-0.2	-8.3	14.5	-2.4	2.9
# Results for CCC1Sc2ccc(S(=O)(=O)Nc3ccc(OC)cc3)cc2NC1=O (stereo not given) = 3.4	12.4	-1.7	3.1	-1.9	-12.4	-14.2	8.3	3.3	-13.2

# (continued)
SMILES,ASAP1 GAP inh,ADAM10 inh,SIAE primary,PLC-gamma1 inh,ADAM17 inh,TDP2 inh,PLC-beta3 inh,ARFGAP1 inhibitor,DDE Tn7 FP inh,DDE Tn6 FP inh
CC(C)NC(=O)N[C@H]1C=C[C@H](CC(=O)NCc2ccc(Oc3ccccc3)cc2)O[C@@H]1CO,8.7,-1.9,-8.8,0.8,1.7,-11.3,0.3,3.7,1.7,-2.6
COCC(C)n1c(C)cc(C(=O)COc2ccc(C)nc2[N+](=O)[O-])c1C (stereo not given),2.9,-1.2,1.8,-1.2,-5.7,-4.8,-5.7,-4.5,5.3,2.3
O=C(CSc1nnnn1-c1ccccc1)Nc1nc(-c2ccccc2)ns1,12.2,-2.8,-2.5,-1.3,-3.0,7.9,0.2,-2.3,-1.4,-0.7
CCOC(=O)c1cc(-c2c(Cl)cccc2Cl)no1,3.0,-8.7,-6.3,1.7,-2.1,4.2,-5.7,-1.2,-1.3,-5.9
O=c1c(Cc2ccc(F)cc2)c(O)ccn1C1CCCCC1,-8.0,0.7,-5.7,7.1,-1.0,-7.4,-0.1,7.8,0.4,-0.6
CC(C)Cn1c(=O)c(C(=O)Nc2ccccc2S(N)(=O)=O)c(O)c2ccccc21,1.4,10.9,-8.0,-2.3,1.4,-5.7,-1.3,8.0,-0.1,2.9
Cc1ccc(CNS(=O)(=O)NCc2cccs2)cc1,-7.0,2.2,3.9,-1.9,-0.1,4.3,1.1,11.0,-0.8,-4.0
COc1ccc(S[C@]2(C(=O)N3CCN(C(C)=O)CC3)CC(=O)N(C(=O)/C=C/c3ccccc3)[C@@H]2c2ccc(OC)cc2)cc1,nt,-5.9,0.4,-0.4,-1.3,-7.2,-1.6,nt,2.3,3.3
O=S(=O)(NCc1ccc(F)cc1)c1ccc(Br)cc1Br,-2.8,8.1,-0.3,2.6,-0.1,3.7,1.3,12.3,-1.0,3.2
Cc1ccc(-c2nc3ccccn3c2NC(=O)c2ccco2)cc1,-2.2,-4.3,-3.1,-3.1,-5.7,10.8,1.1,-1.4,6.7,-5.7
Cc1cc([N+](=O)[O-])nn1CCC(=O)NC1CCCCCC1,-6.8,8.3,-3.6,7.9,1.9,4.4,4.2,-1.4,0.9,4.8
Nc1cc(C(=O)c2cccs2)ccc1Cl,5.6,-2.1,-0.1,-4.6,-4.8,-4.1,-10.4,17.0,-2.1,-1.7
COc1ccc(Cn2nnnc2CN2CCC(O)(c3ccccc3F)CC2)cc1,-0.4,12.7,-2.6,-0.6,-0.5,4.9,-2.3,-8.9,6.3,1.7
Cc1cc(Cl)ccc1NC(=O)COC(=O)CCNS(=O)(=O)c1ccccc1,-1.1,-8.0,1.8,2.9,4.0,-1.0,-2.5,6.9,2.5,-6.4
Cn1c(CN2CCN(C(=O)c3ccccc3Cl)CC2)nc2cc([N+](=O)[O-])ccc21,-4.7,-2.8,-7.4,-1.3,-1.9,1.8,0.0,-6.4,8.1,10.3
COc1ccccc1OCC(=O)Nc1sc2c(c1C(=O)NCC1CCCO1)CCC2 (stereo not given),-3.6,-0.4,-4.5,-1.9,-3.6,-1.6,-6.5,21.3,1.7,-1.2
O=[N+]([O-])c1ccc(NCCNCCOc2nonc2-c2ccccc2)c([N+](=O)[O-])c1,2.6,9.5,3.1,2.8,4.8,5.2,2.9,3.1,0.8,-7.0
O=c1[nH]c2ccc(NS(=O)(=O)c3ccc(F)c(Cl)c3)cc2[nH]1,-21.2,-11.1,3.0,-7.3,-5.4,-1.3,-2.1,-7.2,6.2,8.8
CC(C)Sc1nc2c(c(=O)[nH]1)C(c1cccs1)C1=C(CC(C)(C)CC1=O)N2 (stereo not given),6.2,-77.9,2.6,-30.0,-18.3,-4.2,-39.5,1.1,-3.3,-1.0
CC(C)(C)c1ccc(OCC(=O)NNC(=S)NC(=O)c2ccccc2[N+](=O)[O-])c(Br)c1,-6.4,14.6,-0.6,3.1,5.7,1.4,-0.5,-2.9,-0.2,0.5
Cc1c(C=O)c2ccccc2n1CC(=O)N1CCc2ccccc2C1,-5.9,1.2,0.9,0.4,-2.3,-2.1,3.0,12.4,-10.4,-4.8
COC(=O)c1sccc1NC(=O)c1ccc(OC)cc1OC,-1.7,4.4,1.5,1.0,4.8,-0.2,5.4,0.9,-9.1,-4.8
Cc1ccc(CN2CCN(c3ccccn3)CC2)s1,-4.5,3.2,3.0,7.0,-0.7,-0.1,3.1,17.0,-4.1,-3.3
Cc1nc(CCNC(=O)c2ccccc2)cs1,12.0,2.5,1.1,0.5,-3.3,1.2,-0.7,-8.6,-3.4,0.6
C[C@H](CO)N1C[C@H](C)[C@@H](CN(C)CC2CC2)Oc2c(NC(=O)Cc3ccccc3)cccc2C1=O,14.9,-6.0,-3.1,-2.4,-5.5,-6.2,-1.1,-1.6,6.2,-4.9
Cc1noc(C)c1S(=O)(=O)Nc1ccc(C(=O)NC2CCCCC2)cc1,-3.6,1.1,3.1,2.6,1.1,-15.3,4.3,-10.0,-2.8,-4.0
Cc1ccc(-c2nn(-c3ccccc3)cc2C(N)=O)o1,0.0,-13.5,-0.3,-25.5,-4.8,-6.6,-33.4,-1.9,-1.6,1.5
